Compound activity as filed in PubChem.
KCNQ1 block – human KCNQ1 channel inhibition | CHO-K1 KCNQ1, FluxOR thallium flux fluorescence; hits give high values | B-score at 10 µM | 310,000 compounds, 1.3% hits | AID 2642;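 active = compounds whose thallium flux B-score, printed positive for inhibition, exceeds three library SD while starting fluorescence stays within three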;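 note: channel opened by potassium depolarization with thallium stimulus after 20 min compound exposure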
TRPC4 potent – TRPC4 (mouse) allosteric potentiation; B-score at 10 µM; 310,000 compounds, 0.42% hits; AID 2227; HEK293 TRPC4beta/mu-opioid, DAMGO EC20, Fluo-4 Ca2+ flux; hits give high values; Q9QUQ5;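 active = B-score of calcium response area above 5 SD of library B-scores, with initial fluorescence ratio within 5 SD of library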;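 note: B-score of integrated fluorescence ratio over time as area under calcium response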
KCNK3 block – human KCNK3 channel inhibition, primary screen; B-score at 10 µM; O14649; 340,000 compounds, 0.84% hits; CHO-KCNK3 thallium flux, FluxOR fluorescence; hits give low values;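 active = B-score under library mean minus 4 SD, starting fluorescence ratio at most library mean plus 5 SD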;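 note: more negative B-score means stronger inhibition of thallium flux through KCNK3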
Target sequence (O14649 whole entry, looked up): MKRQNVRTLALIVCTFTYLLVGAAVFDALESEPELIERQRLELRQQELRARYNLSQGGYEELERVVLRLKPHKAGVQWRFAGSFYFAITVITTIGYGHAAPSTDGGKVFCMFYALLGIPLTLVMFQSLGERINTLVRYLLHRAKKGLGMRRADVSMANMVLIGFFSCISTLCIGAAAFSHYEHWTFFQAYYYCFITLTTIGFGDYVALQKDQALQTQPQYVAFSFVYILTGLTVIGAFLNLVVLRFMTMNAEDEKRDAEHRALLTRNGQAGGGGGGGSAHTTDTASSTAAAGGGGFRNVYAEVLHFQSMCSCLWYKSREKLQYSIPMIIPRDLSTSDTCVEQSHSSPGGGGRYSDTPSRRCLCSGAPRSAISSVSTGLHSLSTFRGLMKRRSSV
TRPC4 act – activators of mouse TRPC4 channel; B-score at 10 µM; Q9QUQ5; 310,000 compounds, 0.49% hits; AID 2237; HEK293 TRPC4beta/mu-opioid, Fluo4 calcium fluorescence; hits give high values;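 active = B-score above 5 SD of library B-scores, and initial fluorescence ratio not above library mean plus 5 SD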;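 note: positive B-score marks a calcium rise read as TRPC4 activation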
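system = HEK293 cells stably co-expressing mouse TRPC4beta and mu-opioid receptor | schedule = Fluo4 dye loading 45 min at room temperature, 110 s recording | measure = B-scored integrated calcium fluorescence ratio | signal = Fluo4 calcium-sensitive dye fluorescence, kinetic, 1 Hz baseline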
DYRK1A inh – blocks rat Dyrk1A kinase activity; Q63470; ADP-Glo luminescence, NFATc1 peptide; inhibition, % at 12.5 µM; 310,000 compounds, 0.43% hits; AID 504441; in the data active = inhibition above about 50%;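 note: plate controls were vehicle with enzyme for no effect and no enzyme for full effect; many of its hits are not listed in these tables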
hERG protect – shields human hERG channel from block by proarrhythmic agents; Q12809; CHO-hERG, FluxOR thallium flux, dofetilide IC70 present; activation (rescue from dofetilide block), less the hit threshold, % at 10 µM; 310,000 compounds, 0.51% hits; AID 1511;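 active = activation above the mean of controls blocked by dofetilide plus 5 SD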;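 note: thallium influx through hERG after potassium depolarization seen as dye fluorescence rise; in these data hits start at about 4.7%; inactives centre near -7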
TMEM16A inh – mouse TMEM16A channel inhibition, primary screen. Q8BHY3. HEK293 TMEM16A/YFP iodide influx fluorescence, ionomycin. normalized B-score (activity score, 25-100; higher = stronger inhibition) at 10 µM. 310,000 compounds, 1.2% hits;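 active = ratio plate-corrected score three or more library SD toward inhibition, starting fluorescence score within five deviations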;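 note: score derived from kinetic fluorescence span divided by baseline fluorescence per well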
KCNQ1 pot – human KCNQ1 channel potentiation or activation. P51787. CHO-K1 KCNQ1, thallium flux FluxOR fluorescence; hits give high values. B-score at 10 µM. 310,000 compounds, 0.35% hits. AID 2648;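 active = fluorescence ratio B-score, a plate-corrected score, at least three library SD, with initial intensity B-score within 5 SD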
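System: Stable KCNQ1 CHO-K1 line | Incubation: 90 min dye loading and 20 min compound exposure, both at room temperature | Measure: Ratio B score | Medium: Assay buffer for compound exposure, DMSO matched across wells | Compound dosing: Single-concentration screen | Probe or stimulus: K+/Tl+ depolarizing stimulus | Measured by: Kinetic FluxOR fluorescence, 10 s baseline plus 110 s post-stimulus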
HDAC3 inh – inhibitors of human histone deacetylase 3. 320,000 compounds, 0.15% hits. O15379. AID 2718. inhibition, % at 8.3 µM. recombinant HDAC3, fluorogenic peptide/trypsin coupled, fluorescence; in the data active = inhibition above about 26%, passing the limit was not always enough
Target sequence (O15379 whole entry, looked up): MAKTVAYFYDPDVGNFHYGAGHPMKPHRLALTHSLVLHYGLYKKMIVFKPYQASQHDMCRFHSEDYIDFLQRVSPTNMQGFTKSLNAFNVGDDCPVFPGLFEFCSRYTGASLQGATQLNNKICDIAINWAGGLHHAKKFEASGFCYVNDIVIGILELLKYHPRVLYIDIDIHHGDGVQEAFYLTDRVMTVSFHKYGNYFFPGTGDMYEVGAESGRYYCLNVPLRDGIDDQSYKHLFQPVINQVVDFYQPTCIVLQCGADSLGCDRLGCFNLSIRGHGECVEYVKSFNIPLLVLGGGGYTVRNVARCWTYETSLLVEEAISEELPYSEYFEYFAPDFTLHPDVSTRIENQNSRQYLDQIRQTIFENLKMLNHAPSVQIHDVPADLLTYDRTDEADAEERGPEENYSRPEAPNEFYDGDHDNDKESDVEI
KCNK9 block – blocks the human KCNK9 two-pore domain potassium channel. HEK293 KCNK9, FluxOR thallium flux fluorescence; hits give low values. 310,000 compounds, 1.2% hits. B-score at 10 µM. Q9NPC2;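 active = ratio B-score over 3 SD below the library mean, with starting fluorescence within 5 SD of its mean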;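 note: negative B-score means less thallium flux so channel inhibition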
TMEM16A act – activators or potentiators of mouse TMEM16A chloride channel; 340,000 compounds, 0.3% hits; B-score at 10 µM; HEK293 TMEM16A/YFP-H148Q/I152L, iodide quench fluorescence; hits give low values; Q8BHY3;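 active = fluorescence-ratio B-score plate-corrected deviation score at least 3 library SD below zero, with starting fluorescence score within 5 deviations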;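 note: channel opened by trigger with iodide after compound preincubation; score built on the fluorescence ratio of max minus min over baseline; more negative score means more quench and so TMEM16A activation or potentiation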
Active calls of the source: *; i = inactive; x = no result given.

SMILES	KCNQ1 block	TRPC4 potent	KCNK3 block	TRPC4 act	DYRK1A inh	hERG protect	TMEM16A inh	KCNQ1 pot	HDAC3 inh	KCNK9 block	TMEM16A act
CCOC(=O)c1c(N)sc2c1CCCC2=O	i	i	i	i	x	-3	i	i	-5	i	i
COc1ccccc1NS(=O)(=O)c1cc(NC(=O)c2ccncc2)ccc1N1CCOCC1	i	i	i	i	-3	-4	i	i	0	i	i
CCC(C)S(=O)(=O)c1snnc1C (stereo not given)	i	i	i	i	-1	-5	i	i	-4	i	i
Cc1sc2nc(CSc3nc4ccccc4c(=O)n3CCCN3CCOCC3)[nH]c(=O)c2c1C	i	i	i	i	4	-13	i	i	2	i	i
COc1ccccc1-n1c(-c2cc(-c3ccco3)[nH]n2)n[nH]c1=S	i	i	i	i	-3	0	i	i	6	i	i
CCOc1ccc(C(=O)Nc2cccc3cccnc23)cc1	i	i	i	i	0	-7	i	i	3	i	i
O=C(Cn1nnc(-c2ccccc2)n1)OCc1ccccc1	i	i	i	i	x	-3	i	i	4	i	i
COc1ccc(CCNC2CC(=O)N(C)C2=O)cc1OC (stereo not given)	i	i	i	i	8	-8	i	i	-3	i	i
COCCNCCCOc1ccc(C(C)(C)c2ccccc2)cc1	i	i	i	i	x	-6	i	i	x	i	i
COc1cccc(CNC(=O)CNS(=O)(=O)c2ccc(Br)s2)c1	i	i	i	i	5	-2	i	i	2	i	i
Cc1cccc(OCCC(=O)Nc2nnc(C)s2)c1	i	i	i	i	x	-16	i	i	1	i	i
CC(C)CNC(=O)NC(=O)COC(=O)C1CSC2(c3ccc(F)cc3)CCC(=O)N12 (stereo not given)	i	i	i	i	3	-5	i	i	5	i	i
CC1CCc2nc(N)c(C#N)c(-c3ccncc3)c2C1 (stereo not given)	i	i	i	i	-4	-8	i	i	0	i	i
COc1cc(/C=C(\C#N)c2nc3ccccc3s2)cc([N+](=O)[O-])c1O	6*	i	i	i	8	-17	x	i	x	i	-16*
CCOC(=O)CNC=C(C(=O)OCC)C(=O)OCC	i	i	i	i	0	-4	i	i	3	i	i
CSc1nccc(Nc2ccccc2)c1C#N	i	i	i	i	9	-8	i	i	6	i	i
CC1Cc2ccccc2N1c1nc(C2CC2)nc2c1nnn2Cc1ccccc1 (stereo not given)	6*	i	i	i	2	-5	i	i	-22	i	i
Cc1cccc(OCCCC(=O)Nc2nccs2)c1C	i	i	i	i	-1	-4	i	i	2	i	i
NCCSc1c(-c2ccc(F)cc2)[nH]c2ccccc12	i	i	i	i	3	-14	i	i	1	i	i
COc1ccc(NC(=O)c2cc3ccccc3o2)cc1	i	i	i	i	4	1	i	i	8	i	i
Cc1ccc(C(=O)CSc2nc(N)cc(=O)[nH]2)cc1	i	i	i	i	0	-9	i	i	13	i	i
Cc1ccc(CNC(=O)CSc2nnc3c(n2)[nH]c2ccc(F)cc23)cc1	i	i	i	i	-4	-5	i	i	1	i	i
COc1cc(C(CCN2CCOCC2)c2c(OC)cc(OC)c3c(C)cc(=O)oc23)cc(OC)c1OC (stereo not given)	i	i	i	i	0	-8	i	i	-4	i	i
COc1ccccc1/C=C(\NC(=O)c1ccc(OC)c(OC)c1)C(=O)Nc1ccc([N+](=O)[O-])cc1	i	i	i	i	0	-12	i	i	-5	i	i
CCN(CC)S(=O)(=O)c1ccc(-c2ccc(S(=O)(=O)N(CC)CC)cc2)cc1	i	i	i	i	-1	-12	i	i	4	i	i
O=C(NCC(c1ccco1)N1CCN(c2ccccc2F)CC1)C(=O)NC1CCCCC1 (stereo not given)	i	i	i	i	1	-8	i	i	0	i	i
Cc1ccc(O)c(Nc2ncnc3ccc([N+](=O)[O-])cc23)c1	i	i	i	i	14	-4	i	i	-11	i	i
O=C1C2C3C=CC(C3)C2C(=O)N1Cc1ccc(CN2C(=O)C3C4C=CC(C4)C3C2=O)cc1 (stereo not given)	i	i	i	i	-5	-4	i	i	-3	i	i
Cc1nc2ccccc2c(=O)n1/N=C/c1ccc(C(C)C)cc1	i	i	i	i	-2	-5	i	i	10	i	i
CC(C)(C)NC(=O)C(c1ccccn1)N(C(=O)C1CSC(=O)C1)c1cccc(F)c1 (stereo not given)	i	i	i	i	6	-1	i	i	2	i	i
CCCNC(=O)c1noc2c1CCc1cc(OC)ccc1-2	i	i	i	i	-2	-7	i	i	4	i	i
Cn1cc2cccc([N+](=O)[O-])c2n1	i	i	i	i	-2	-4	i	i	4	i	i
CCCC(=O)Nc1nnc(C2CCCO2)s1 (stereo not given)	i	i	i	i	x	-13	i	i	6	i	i
COc1cnc(-c2ccccn2)[nH]c1=O	i	i	i	i	4	-11	i	i	4	i	i
O=C(NCc1cccc(Br)c1)C1CC2Cn3c(nc4ccccc43)C2N1c1ccccc1 (stereo not given)	i	i	i	i	-7	-9	i	i	-1	i	i
O=C(O)c1ccccc1-c1ccc(/C=C/c2cc(C(F)(F)F)[nH]c(=O)n2)o1	i	i	i	i	-2	-43	x	i	x	i	i

Sorted by the number under DYRK1A inh (ascending): some entries from above
SMILES	DYRK1A inh
O=C1C2C3C=CC(C3)C2C(=O)N1Cc1ccc(CN2C(=O)C3C4C=CC(C4)C3C2=O)cc1 (stereo not given)	-5
CCC(C)S(=O)(=O)c1snnc1C (stereo not given)	-1
COc1ccc(CCNC2CC(=O)N(C)C2=O)cc1OC (stereo not given)	8
Cc1ccc(O)c(Nc2ncnc3ccc([N+](=O)[O-])cc23)c1	14

Further results.
SMILES	KCNQ1 block	TRPC4 potent	KCNK3 block	TRPC4 act	DYRK1A inh	hERG protect	TMEM16A inh	KCNQ1 pot	HDAC3 inh	KCNK9 block	TMEM16A act
O=C(CN1CCN(c2ncccn2)CC1)N1CCCc2c1c(=O)oc1ccc(O)cc21	x	x	i	x	8	x	i	x	6	x	i
CCOc1cc(CNCCSc2nnnn2C)cc(Br)c1OCc1ccccc1	i	i	i	i	8	-21	i	i	-6	i	i
O=C(CSc1nc2ccccc2c(=O)n1NC(=O)c1ccccc1)c1ccc(Cl)cc1	i	i	i	i	1	-16	i	i	5	i	i
Cc1cccc(/C(N)=N/OC(=O)C23CC4CC(CC(C4)C2)C3)c1	i	i	i	i	1	-7	i	i	4	i	i
Clc1ccc(OCCNCCc2ccccc2)cc1	i	i	i	98*	-3	-3	i	i	2	i	i
CC(C)(C)c1ccc(C(=O)NCCC(=O)N2CCC3(CC2)NCCc2[nH]cnc23)cc1	i	i	i	i	-1	-9	i	i	3	i	i
COc1ccc(CCNC(=S)N2CCN(S(=O)(=O)c3ccc(C)cc3)CC2)cc1	i	i	i	i	-8	-8	i	i	-2	i	i
O=C(NNC(=S)NCCc1ccccc1)c1ccc(Br)s1	8*	i	i	i	5	-3	i	i	2	i	i
CCOC(=O)c1c(-c2ccc(OC)cc2)csc1NC(=O)CSc1ccccc1	i	i	i	i	-1	-8	i	i	6	i	x
CC(Sc1nc2ccccc2c(=O)n1CC1CCCO1)C(=O)Nc1ccc(S(N)(=O)=O)cc1 (stereo not given)	i	i	i	i	0	-14	i	i	1	i	i
CCOC(=O)c1ccc2c(c1)n(CC)c(/C=C/N(C)c1ccccc1)[n+]2CC	8*	i	i	i	-2	-29	i	i	10	i	i
O=C(Nc1cc(-c2ccccc2)[nH]n1)c1ccc(Cl)cc1	i	i	i	i	0	-9	i	i	4	i	i
CSc1ccc(/C=N/N(C)S(=O)(=O)c2ccc(C)cc2)cc1	i	i	i	i	0	-10	i	i	0	i	i
Cc1ccc(N2CC(NS(=O)(=O)c3cccs3)CC2=O)cc1 (stereo not given)	i	i	i	i	1	-8	i	i	3	i	i
CCN(CC)CCN1C(=O)C(=O)/C(=C(/O)c2ccncc2)C1c1ccccc1F (stereo not given)	i	i	i	i	5	-1	i	i	2	i	i
C/C(=N/Nc1ncc(Br)cn1)c1ccc([N+](=O)[O-])cc1	i	i	i	i	-3	-9	i	i	2	i	i
COC(=O)c1ccccc1NC(=O)c1sc(N)nc1C	x	x	i	x	-1	x	i	x	2	x	i
Cc1ccc(C(=O)C(C)OC(=O)c2n[nH]c(=O)c3ccccc23)cc1 (stereo not given)	i	i	i	i	5	-10	i	i	2	i	i
O=C(NCCN1CCCCCC1)c1ccc(N2CCCC2=O)cc1	i	i	i	i	35	-3	i	i	-1	i	i
CCc1ccc(NC(=O)c2noc3c2CCCCC3)cc1	i	i	i	i	4	-10	i	i	-1	i	i
COP(=O)(OC)c1nc(-c2cccc3ccccc23)oc1NCCc1ccccc1	i	i	i	i	-4	-7	i	i	-27	i	i
O=C(c1ccccc1)c1c2c(cc3sc4ccccc4[n+]13)-c1cccc3cccc-2c13	x	x	i	x	16	x	100*	x	5	x	i
Cc1cc(C)c(C(N)=O)c(SCC(=O)c2ccc(Cl)cc2)n1	i	i	i	i	0	-2	i	i	-1	i	i
CC(=O)N/N=C(\C)CC(=O)NC(C)(C)C	i	i	i	i	-4	-4	i	i	7	i	i
Nc1ccc(C23CC4CC(CC(C4)C2)C3)cc1	i	i	i	i	x	-3	i	i	x	i	i
O=C(CCCC(=O)NCCc1ccccc1)NCCc1ccccc1	i	i	i	i	-1	0	i	i	-1	i	i
COc1ccc(/C=C2\SC(=S)N(c3cccnc3)C2=O)cc1	i	i	i	i	-3	-10	i	i	3	i	i
Cc1c[n+](CC(=O)c2ccccc2)cs1	i	i	i	i	7	0	i	i	3	i	i
COc1ccccc1-c1coc2c(CN(C)C)c(O)ccc2c1=O	i	i	i	i	4	-8	i	i	-56	i	i
COc1ccccc1CNCc1cc(Br)ccc1OC	i	i	i	i	-2	-2	i	i	-16	i	i
CC(=O)OC(C(=O)Nc1ccccc1)C(C)S(=O)(=O)c1ccccc1 (stereo not given)	i	i	i	i	-7	-2	i	i	-3	i	i
CCN(CC)S(=O)(=O)c1cc(NC(=O)[C@@H](NC(N)=O)C(C)C)ccc1C	i	i	i	i	0	-3	i	i	-4	i	i
CCCCN(CCCC)CCn1cnc2c([nH]c3ccc(OC)cc32)c1=O	i	i	i	i	0	-7	i	i	-23	i	i
CCOC(=O)c1cnc(SCC(=O)Nc2ccccc2C(=O)OC)nc1N	i	i	i	i	-4	-8	i	i	4	i	i

A portion of the library; rates above refer to the full screens.
